NPY1 pot ag: potentiates or activates human NPY-Y1 receptor | activation, % at 3.6 µM | hit rate 0.37% among 220,000 | P25929 | NPY-Y1 expressing cells, potentiator/agonist activation; in the data active = activation above about 33%, passing the limit was not always enough;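 note: cells stimulated with NPY at EC10 then isoproterenol at EC100; 0% = low agonist plus stimulus and 100% = saturating agonist plus stimulus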
S1P4 agonist: human S1P4 receptor agonism; S1P4-expressing cell line, agonist reporter assay; activation, % at 4.98 µM; hit rate 0.35% among 220,000; O95977; AID 1509; in the data active = activation above about 11%;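 note: 0% = DMSO vehicle and 100% = reference agonist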
NPY Y1 blocker: antagonists of human neuropeptide Y receptor Y1; P25929; HEK293-CNG Y1 cells, membrane potential fluorescence; NPY at EC95, then isoproterenol; inhibition, % at 3.6 µM; hit rate 1% among 200,000;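 active = inhibition above the campaign mean inhibition of all tested compounds plus 3 SD, cut at about 20% in these data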;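 note: 0% = DMSO wells given NPY plus isoproterenol and 100% = isoproterenol alone without NPY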
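Assay system: HEK293 cells with Y1 receptor plus CNG channel | Probe or stimulus: NPY (25 nM), isoproterenol (1 µM), Ro 20-1724 (25 µM) | Timing: Compound incubation 1 h at room temperature, readout 45 min post-stimulation | Measured by: Membrane-potential fluorescent dye readout | Benchmarks: High control isoproterenol alone, low control NPY with isoproterenol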
EP2 mod: EP2 receptor (human) modulation. induction, % at 25 µM. hit rate 0.83% among 260,000. P43116. EP2-expressing cells, cAMP HTRF FRET, PGE2 co-stimulation;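 active = compounds whose cAMP rise, as percent of the full-agonist control response, exceeds 60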;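 note: rat C6 glioma line stably carrying human EP2 under a CMV promoter; the protocol text gives 20 µM as final concentration; 100% = response of wells given 1 µM PGE2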
Target sequence (P43116 whole entry, looked up): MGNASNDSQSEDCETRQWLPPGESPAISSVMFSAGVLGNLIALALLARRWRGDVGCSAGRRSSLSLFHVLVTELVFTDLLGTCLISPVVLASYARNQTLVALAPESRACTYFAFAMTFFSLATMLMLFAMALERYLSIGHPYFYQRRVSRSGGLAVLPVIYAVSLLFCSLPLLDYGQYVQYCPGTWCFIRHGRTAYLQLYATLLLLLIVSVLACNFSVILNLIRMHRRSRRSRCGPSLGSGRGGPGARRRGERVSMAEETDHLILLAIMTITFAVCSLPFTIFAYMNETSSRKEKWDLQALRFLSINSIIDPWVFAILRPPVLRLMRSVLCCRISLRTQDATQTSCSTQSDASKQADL
TRPML3 ag: activates the human TRPML3 channel | Q8TDD5 | HEK293 TRPML3-YFP, Fluo-8 calcium fluorescence; 100% = the carbachol control signal | activation, % at 3 µM | hit rate 0.29% among 220,000 | AID 1448;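 active = activation above its plate's cutoff, the mean activation of the plate's test wells plus 3 SD, cut at about 12% in these data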;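 note: 0% = DMSO only wells and 100% = carbachol wells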
Target sequence (Q8TDD5 whole entry, looked up): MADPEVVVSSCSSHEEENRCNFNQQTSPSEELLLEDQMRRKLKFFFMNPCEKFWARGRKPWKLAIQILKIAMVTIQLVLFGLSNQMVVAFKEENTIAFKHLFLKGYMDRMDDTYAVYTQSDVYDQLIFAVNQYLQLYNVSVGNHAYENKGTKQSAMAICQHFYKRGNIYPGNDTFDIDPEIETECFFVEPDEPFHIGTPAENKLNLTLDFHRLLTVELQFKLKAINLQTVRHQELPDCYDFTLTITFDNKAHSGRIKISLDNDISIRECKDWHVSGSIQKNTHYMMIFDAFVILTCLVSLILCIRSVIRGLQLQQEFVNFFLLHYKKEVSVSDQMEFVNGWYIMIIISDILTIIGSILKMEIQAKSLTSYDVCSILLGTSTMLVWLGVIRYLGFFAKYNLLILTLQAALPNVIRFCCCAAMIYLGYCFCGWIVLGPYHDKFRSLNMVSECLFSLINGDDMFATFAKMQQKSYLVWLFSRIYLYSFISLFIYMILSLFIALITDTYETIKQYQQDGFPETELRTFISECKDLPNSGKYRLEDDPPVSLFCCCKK
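Test system – HEK293 line with stable expression of human TRPML3-YFP channel · Control set – carbachol 87 µM final as high control (100%), DMSO as low control (0%) · Signal – Fluo-8 calcium dye fluorescence, ex 470-495, em 515-575 nm · Incubation – 1-h 37 °C dye load, 5-s basal, 120-s post-compound reads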
S1P4 antag: antagonists of human S1P4 receptor | inhibition, % at 4.98 µM | hit rate 0.26% among 220,000 | S1P4-expressing cells, antagonist mode, reporter read-out | O95977; in the data active = inhibition above about 29%;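 note: 0% = wells stimulated with agonist and 100% = vehicle wells without agonist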
NPY-Y2 PAM-ag: potentiates or activates human NPY-Y2 receptor | P49146 | activation, % at 3.6 µM | hit rate 0.45% among 220,000 | cells expressing NPY-Y2, potentiator/agonist read-out | AID 1359; in the data active = activation above about 27%;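 note: cells stimulated with NPY near EC25 plus isoproterenol at EC100; 0% = vehicle plus submaximal agonist and 100% = vehicle plus saturating agonist; some results beyond the cut were filed as inactive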
TRPN1 ag: zebrafish TRPN1 (NompC) channel agonism | HEK293 zebrafish TRPN1-YFP, Fluo-8 calcium fluorescence; 100% = response to 87 µM carbachol | activation, % at 3 µM | hit rate 0.18% among 220,000 | AID 1424;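 active = activation above its plate's cutoff, the mean activation of test wells on that plate plus 3 SD, cut at about 19% in these data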;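 note: 0% = DMSO alone and 100% = 87 µM carbachol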
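Material: zebrafish TRPN1-YFP in HEK293 cells. Doses: one dose of 3 µM, 0.3% DMSO. Incubation: dye 1 h 37 °C plus 30 min RT. Measured by: intracellular calcium fluorescence with Fluo-8.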
CHOP inh: blocks CHOP induction under ER stress; CHO-K1 CHOP-promoter luciferase, tunicamycin-induced, 15-18 h; inhibition, % at 10 µM; hit rate 3.8% among 220,000;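 active = compounds that reduced the stress-induced luciferase reporter signal by more than about 70% of percent inhibition, limit read from the data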;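 note: 0% = tunicamycin plus vehicle and 100% = wells without tunicamycin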
Numbers without * were called inactive; / = not tested or not shown; & = joins results of further samples.

SMILES	NPY1 pot ag	S1P4 agonist	NPY Y1 blocker	EP2 mod	TRPML3 ag	S1P4 antag	NPY-Y2 PAM-ag	TRPN1 ag	CHOP inh
COc1ccc(NC(=O)Nc2ccc(N3CCOCC3)c3nonc23)c(OC)c1	15	3.9	1	8	-0.1	5	-3	0.4	31
O=C(Cc1cccc2ccccc12)Nc1ccc(N2CCOCC2)cc1	9	-0.9	2	-25	-0.1	-4	9	0.0	-5
CCC(=O)c1ccc(SC(=O)N(C)C)cc1O	5	1.6	/	-7	0.2	2	-6	0.1	-15
Cc1ccc(S(=O)(=O)Nc2ccc3c(c2)OCCO3)cc1	0	-0.8	2	-36	0.3	-19	8	1.5	1
COc1ccc(NC(=O)c2ccc(F)cc2)cc1S(=O)(=O)Nc1cc(C)ccc1Br	6	0.8	-10	-90	0.3	-23	10	1.1	18
O=C(COc1ncnc2ccccc12)NC(=O)NCc1ccccc1	12	0.1	-1	20	-1.1	0	20	1.2	9
Cc1c(NC2=CC(=O)CC(C)(C)C2)ccc([N+](=O)[O-])c1C	-2	-0.2	3	24	0.9	-20	3	-1.4	85*
Fc1ccc(Oc2nc(-c3ccccc3)nnc2C(F)(F)F)cc1	19	0.7	0	69*	0.5	-24	-1	0.3	18
CN(C)/C=C/C=C1C(=O)CCCC1=O	14	1.9	5	-6	0.0	-5	-4	0.2	16
CC(C)CSc1nsc(N)n1	-1	0.3	7	10	0.9	-2	-15	-0.6	21
CC(C)N1CCN(Cc2cccc(-c3ccco3)c2)CC1CCO (stereo not drawn)	-2	-0.3	4	2	1.0	-6	-3	0.6	-1
COc1ccc(C(=O)COC(=O)Cn2nnc3ccccc32)cc1Br	0	0.7	-2	-2	0.5	1	11	1.0	19
C(=N\N(Cc1ccccc1)c1ccccc1)/c1cccnc1	-4	-0.3	-1	70*	-0.5	13	7	-2.7	52
CCc1ccc(NC(=O)c2cc(CC(C)C)on2)cc1	-12	-0.6	3	16	-0.1	-31	-3	0.4	68
Cc1ccc(CCNC(=O)c2ccc(CS(=O)(=O)Cc3ccccc3F)o2)cc1	-25	2.4	8	-5	2.3	-7	-9	0.2	20
CNCc1c(OCc2ccccc2F)ccc2ccccc12	-31	-2.2	10	3	1.0	19	-20	1.1	-4
O=C(N/N=C/C=C/c1ccccc1)C(O)c1ccccc1 (stereo not drawn)	0	-1.1	-5	/	-0.8	-9	9	1.1	/
COC(=O)Nc1ccc(C)c2nsnc12	30	-0.4	1	3	0.8	9	-3	0.8	30
Cn1cc(S(=O)(=O)NCC2CCCO2)c(=O)n(C)c1=O (stereo not drawn)	5	0.9	/	-32	1.0	-11	-11	1.0	16
N#CC1=C(SCC(=O)Nc2cccc3cccnc23)NC(=O)C(C#N)C12CCCCC2 (stereo not drawn)	0	-0.9	-3	-28	3.7	-4	2	2.6	-11
O=C(c1ccncc1)N1CCN(c2ccc3ccccc3n2)CC1	0	-0.8	-1	-12	1.6	-1	-5	2.0	16
COc1ccc(S(=O)(=O)Cc2ccc(C(=O)N3CCC(C(N)=O)CC3)o2)cc1	10	1.2	5	0	0.5	-23	8	0.3	6
CC(=O)NC(CC(C)C)C(=O)NC(=O)NCc1ccccc1 (stereo not drawn)	8	-1.5	1	28	0.7	-9	5	0.3	51
CCOc1ccccc1Nc1nnc(Cc2ccccc2Cl)c(=O)[nH]1	-6	0.3	2	-5	0.6	-25	3	1.2	3
CCC(Sc1ccc2nnc(-c3cccnc3)n2n1)C(=O)OC (stereo not drawn)	3	1.3	0	-5	0.7	-7	-1	1.6	6

Ordered by SMILES length (smallest number first): 3 of the compounds above
SMILES	NPY1 pot ag	S1P4 agonist	NPY Y1 blocker	EP2 mod	TRPML3 ag	S1P4 antag	NPY-Y2 PAM-ag	TRPN1 ag	CHOP inh
C(=N\N(Cc1ccccc1)c1ccccc1)/c1cccnc1	-4	-0.3	-1	70*	-0.5	13	7	-2.7	52
O=C(Cc1cccc2ccccc12)Nc1ccc(N2CCOCC2)cc1	9	-0.9	2	-25	-0.1	-4	9	0.0	-5
COc1ccc(NC(=O)c2ccc(F)cc2)cc1S(=O)(=O)Nc1cc(C)ccc1Br	6	0.8	-10	-90	0.3	-23	10	1.1	18

More compounds:
SMILES	NPY1 pot ag	S1P4 agonist	NPY Y1 blocker	EP2 mod	TRPML3 ag	S1P4 antag	NPY-Y2 PAM-ag	TRPN1 ag	CHOP inh
Cc1ccccc1C(=O)/C=C1\NC(=O)CS1	10	0.5	-8	24	0.5	14	8	1.8	4
Cc1ccc(C(=O)NC(=C(Cl)Cl)S(=O)(=O)c2ccccc2)cc1	-20	-0.4	10	-13	0.3	2	-13	-0.8	3
Cc1ccc(Oc2cc(C#N)c(C#N)cc2-n2nnc3ccccc32)cc1C	3	-2.7	0	6	0.0	3	11	0.0	5
CCOc1ccc(S(=O)(=O)c2c(C(=O)c3ccc(C)cc3)cnc3cc4c(cc23)OCCO4)cc1	-72	-1.3	2	9	0.7	-9	-12	1.5	18
CN(c1ccccc1)S(=O)(=O)c1cccc(C(=O)OCC(=O)NCc2ccc3c(c2)OCO3)c1	2	1.6	2	-4	0.3	-13	-2	2.6	8
N/C(=N\OC(=O)c1cccc(Br)c1)c1ccncc1	2	-0.1	3	-1	-0.2	12	-2	-2.1	-4
C=CCSc1nc2sc(C)c(C)c2c(=O)n1N	-16	-0.2	6	45	0.7	0	-8	-0.8	22
O=C(C1CN(S(=O)(=O)c2ccccc2)CCN1S(=O)(=O)c1ccccc1)N1CCCCCC1 (stereo not drawn)	3	0.7	-7	11	0.6	-4	2	-0.2	-7
CCOC(=O)N=S(N)(=O)c1ccccc1 (stereo not drawn)	-15	1.3	1	28	1.5	-1	-6	1.3	11
NS(=O)(=O)c1ccc(N=NN2CCCCC2)cc1	-3	0.5	3	-22	2.0	-17	8	1.2	-7
Cc1ccccc1C(=O)c1cccn1CC(=O)NC(C)c1ccc2c(c1)OCCO2 (stereo not drawn)	-5	0.1	5	18	-0.2	-5	-7	-1.9	38
O=C(COc1ccc(Cl)cc1)N1CCN(c2ccc([N+](=O)[O-])c(N3CCOCC3)c2)CC1	-16	0.5	-2	-44	0.2	-6	2	3.2	3
Cc1cnc(C(=O)OCC(=O)NC23CC4CC(CC(C4)C2)C3)cn1	-6	0.3	2	4	0.2	-9	10	-0.3	-4
C/C(=N\Nc1cccc([N+](=O)[O-])c1)c1ccccc1O	1	-0.6	-1	-22	0.7	-6	-18	-0.8	38
Cc1ccccc1-n1c(SCC(=O)N2CCCC2)nnc1-c1ccccn1	14	-0.3	3	66*	-0.3	-3	7	-0.3	2
O=C(c1ccc(Cl)cc1)N(Cc1cccs1)C1CCS(=O)(=O)C1 (stereo not drawn)	3	-1.9	7	12	-0.6	-5	3	-0.2	23
O=C(c1ccccc1)N1CCCc2ccccc21	19	1.4	-1	35	0.3	-14	4	-1.1	11
COc1ccc(C(=O)C2CCCN(Cc3cccn3-c3ccccn3)C2)c(C)c1 (stereo not drawn)	80*	1.1	6	-21	0.5	1	90*	1.6	38
CCC(/C=N/NC(=O)CCCCC(=O)N/N=C/C(CC)CC)CC	19	2.1	-2	8	1.0	-14	-2	0.4	16
CCCN1CCN(C(=O)c2cc(COc3ccc4ncccc4c3)on2)CC1	-2	-0.7	0	-34	4.2	-8	12	8.2	34
O=P(Cc1ccccn1)(c1ccccc1)c1ccccc1	-14	0.3	4	15	0.5	5	-6	0.3	5
CC(C)c1ccc(Nc2nnc(SCC(=O)Nc3ncc(S(=O)(=O)c4ccc([N+](=O)[O-])cc4)s3)s2)cc1	7	0.1	4	-31	0.6	0	4	0.5	23
Cc1ccc(N2CCN(S(=O)(=O)N(C)C)CC2)c(C)c1	6	-0.7	-5	/	5.7	-9	-7	-1.6	/
Cc1ccc(Cn2nnc3c(=O)n(CC(=O)N4CCCc5ccccc54)cnc32)cc1	-28	0.3	-4	14	0.8	-2	3	2.5	23
COc1ccc2nc(NC(=O)CS(=O)(=O)Cc3ccccc3)sc2c1	-15	0.0	3	12&21	-0.3	-14	3	-1.3	20
Cc1ccc(NC(=O)C(C)N2C(=O)c3ccccc3C2=O)cc1 (stereo not drawn)	-6	2.1	9	-34	-0.4	-3	-17	0.1	38
C/C(=N\NC(=O)C(=O)Nc1ccc(C)c(Cl)c1)c1ccncc1	7	-1.2	-3	13	0.3	-6	-1	0.4	54

A run of entries taken from the entries so far:
SMILES	NPY1 pot ag	S1P4 agonist	NPY Y1 blocker	EP2 mod	TRPML3 ag	S1P4 antag	NPY-Y2 PAM-ag	TRPN1 ag	CHOP inh
Cc1ccccc1C(=O)c1cccn1CC(=O)NC(C)c1ccc2c(c1)OCCO2 (stereo not drawn)	-5	0.1	5	18	-0.2	-5	-7	-1.9	38
O=C(COc1ccc(Cl)cc1)N1CCN(c2ccc([N+](=O)[O-])c(N3CCOCC3)c2)CC1	-16	0.5	-2	-44	0.2	-6	2	3.2	3
Cc1cnc(C(=O)OCC(=O)NC23CC4CC(CC(C4)C2)C3)cn1	-6	0.3	2	4	0.2	-9	10	-0.3	-4
C/C(=N\Nc1cccc([N+](=O)[O-])c1)c1ccccc1O	1	-0.6	-1	-22	0.7	-6	-18	-0.8	38
Cc1ccccc1-n1c(SCC(=O)N2CCCC2)nnc1-c1ccccn1	14	-0.3	3	66*	-0.3	-3	7	-0.3	2
O=C(c1ccc(Cl)cc1)N(Cc1cccs1)C1CCS(=O)(=O)C1 (stereo not drawn)	3	-1.9	7	12	-0.6	-5	3	-0.2	23
O=C(c1ccccc1)N1CCCc2ccccc21	19	1.4	-1	35	0.3	-14	4	-1.1	11
COc1ccc(C(=O)C2CCCN(Cc3cccn3-c3ccccn3)C2)c(C)c1 (stereo not drawn)	80*	1.1	6	-21	0.5	1	90*	1.6	38
CCC(/C=N/NC(=O)CCCCC(=O)N/N=C/C(CC)CC)CC	19	2.1	-2	8	1.0	-14	-2	0.4	16
CCCN1CCN(C(=O)c2cc(COc3ccc4ncccc4c3)on2)CC1	-2	-0.7	0	-34	4.2	-8	12	8.2	34
O=P(Cc1ccccn1)(c1ccccc1)c1ccccc1	-14	0.3	4	15	0.5	5	-6	0.3	5
CC(C)c1ccc(Nc2nnc(SCC(=O)Nc3ncc(S(=O)(=O)c4ccc([N+](=O)[O-])cc4)s3)s2)cc1	7	0.1	4	-31	0.6	0	4	0.5	23
Cc1ccc(N2CCN(S(=O)(=O)N(C)C)CC2)c(C)c1	6	-0.7	-5	/	5.7	-9	-7	-1.6	/
Cc1ccc(Cn2nnc3c(=O)n(CC(=O)N4CCCc5ccccc54)cnc32)cc1	-28	0.3	-4	14	0.8	-2	3	2.5	23
COc1ccc2nc(NC(=O)CS(=O)(=O)Cc3ccccc3)sc2c1	-15	0.0	3	12&21	-0.3	-14	3	-1.3	20
